Bioassay records deposited in PubChem BioAssay by several laboratories.
Y pestis TopoI – Yersinia pestis topoisomerase I inhibitors, primary screen, biochemical, cleavage product accumulation, plate reader, single point | activity, % at 10 µM | hit rate 0.064% among 360,000 | Y. pestis Topo-I cleavage product accumulation; in the data active = activity above about 50%, passing the limit was not always enough; also: inactives centre near 2
CCHFV vOTU inh – CCHFV vOTU protease inhibitors, primary screen, biochemical, Pep-AMC substrate, fluorescence | Crimean-Congo hemorrhagic fever virus L polyprotein viral ovarian tumor (vOTU) protease … | inhibition, % at 11.5 µM | hit rate 0.55% among 370,000; in the data active = inhibition above about 30%; also: 0% = vehicle wells with enzyme and 100% = no enzyme wells
PriA SSB inh – inhibitors of Klebsiella pneumoniae PriA binding to SSB C-terminal tail, primary screen, biochemical, AlphaScreen; hit rate 0.6% among 430,000; PriA–SSB C-terminal tail interaction (Klebsiella pneumoniae); AID 1272365, 2023; inhibition, % at 33 µM; AlphaScreen SSBct-PriA binding, biotinylated peptide; in the data active = inhibition mostly above about 37%, no sharp cut-off; inactive = mostly below about 20%;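 also: plate controls were negative control peptide for no effect and reference peptide for full effect; strong numbers were not always called active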
DUSP3 inh – VHR1 phosphatase inhibitors, primary screen, biochemical, absorbance, uHTS; recombinant VHR phosphatase, pNPP absorbance; inhibition, % at 13.3 µM; hit rate 0.52% among 290,000; in the data active = inhibition above about 50%; also: some compounds called inactive have numbers as strong as hits
Target sequence (P51452 whole entry, looked up): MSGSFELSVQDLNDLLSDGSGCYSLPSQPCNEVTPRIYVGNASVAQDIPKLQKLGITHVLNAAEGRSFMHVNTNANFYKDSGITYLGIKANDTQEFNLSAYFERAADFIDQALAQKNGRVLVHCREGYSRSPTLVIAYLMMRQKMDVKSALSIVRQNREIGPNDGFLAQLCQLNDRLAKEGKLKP
TcdB inh – TcdB glycohydrolase inhibitors, primary screen, biochemical, single point, plate reader; TcdB glycohydrolase enzymatic assay; inhibition, % at 9.99 µM; hit rate 0.24% among 350,000; in the data active = inhibition above about 10%
BoNT-A LC inh2 – BoNT/A light chain protease inhibitors, primary screen, biochemical, flow cytometry, MLPCN library | inhibition, % at 10 µM | AID 588499, 2011 | multiplex microsphere protease substrate cleavage | hit rate 0.17% among 360,000 | Botulinum neurotoxin type A light chain protease (Clostridium botulinum A str. ATCC 3502); also: plate controls were buffer without enzyme for full effect and enzyme alone for no effect
PfHsp40 rescue – rescue of yeast from PfHsp40 toxicity, primary screen, S. cerevisiae, ATP luminescence | S. cerevisiae expressing PfHsp40, growth rescue | growth rescue, % at 12.5 µM | hit rate 0.68% among 340,000; in the data active = growth rescue above about 28%, passing the limit was not always enough;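 also: yeast W303a lacking pdr1 and pdr3 grown in galactose medium; growth measured after three days at 30 °C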
Vc quorum ag – inducers of Vibrio cholerae quorum light production without autoinducers, primary screen, BH1578 luxS cqsA deficient, single point. V. cholerae BH1578 lux reporter, luminescence, 6 h. activation, % at 18.7 µM. hit rate 0.16% among 350,000. AID 588436, 2011; in the data active = activation mostly above about 9.7%, no sharp cut-off; also: not every result past the cut was called active; inactives centre near 0; reference of the scale not given here
SARS 3CLpro inh – SARS-CoV 3CLpro protease inhibitors, primary screen, biochemical, quenched FRET; Replicase polyprotein 1ab (Severe acute respiratory syndrome coronavirus), P0C6X7; recombinant SARS-CoV 3CLpro, quenched FRET peptide cleavage; inhibition, % at 6 µM; hit rate 0.14% among 290,000; in the data active = inhibition above about 12%
Anthrax LF inh2 – Bacillus anthracis LF protease inhibitors, primary screen, biochemical, multiplex microsphere, MLPCN library; inhibition, % at 10 µM; Lethal factor (Bacillus anthracis), P15917; multiplex microsphere protease cleavage assay; hit rate 0.12% among 360,000; also: plate controls were buffer without enzyme for full effect and enzyme alone for no effect
Target sequence (P15917 whole entry, looked up): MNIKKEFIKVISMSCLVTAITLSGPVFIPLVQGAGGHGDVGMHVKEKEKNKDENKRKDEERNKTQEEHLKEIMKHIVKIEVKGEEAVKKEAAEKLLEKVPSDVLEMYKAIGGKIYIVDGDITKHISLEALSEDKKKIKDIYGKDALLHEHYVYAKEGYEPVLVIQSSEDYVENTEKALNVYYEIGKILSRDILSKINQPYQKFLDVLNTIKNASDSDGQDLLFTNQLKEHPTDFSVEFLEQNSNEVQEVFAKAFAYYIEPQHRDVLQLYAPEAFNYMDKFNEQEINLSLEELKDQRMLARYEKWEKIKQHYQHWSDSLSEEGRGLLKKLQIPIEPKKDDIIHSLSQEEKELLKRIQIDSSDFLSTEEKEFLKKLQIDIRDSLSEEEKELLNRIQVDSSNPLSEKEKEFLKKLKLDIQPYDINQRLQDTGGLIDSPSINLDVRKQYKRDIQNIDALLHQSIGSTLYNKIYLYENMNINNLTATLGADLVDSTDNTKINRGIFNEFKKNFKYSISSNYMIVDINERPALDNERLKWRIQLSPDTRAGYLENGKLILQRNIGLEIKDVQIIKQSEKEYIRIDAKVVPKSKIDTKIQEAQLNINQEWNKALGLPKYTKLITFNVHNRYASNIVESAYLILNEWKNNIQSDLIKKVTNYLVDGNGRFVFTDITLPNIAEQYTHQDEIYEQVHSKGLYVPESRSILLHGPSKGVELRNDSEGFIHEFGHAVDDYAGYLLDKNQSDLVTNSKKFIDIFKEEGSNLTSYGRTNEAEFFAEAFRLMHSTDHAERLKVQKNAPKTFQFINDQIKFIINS
Numbers without * were called inactive; i = inactive; / = no result given; & = joins results of further samples. Rule as the data show it, unless noted: active = inhibition above about 30%; inconclusive = no clear call, values can overlap the other calls; inactive = below that. A portion of the library; rates above refer to the full screens.

SMILES | Y pestis TopoI | CCHFV vOTU inh | PriA SSB inh | DUSP3 inh | TcdB inh | BoNT-A LC inh2 | PfHsp40 rescue | Vc quorum ag | SARS 3CLpro inh | Anthrax LF inh2
CC(C)(C)NC(=O)CCN(/N=C/c1ccc([N+](=O)[O-])o1)C1=NS(=O)(=O)c2ccccc21 | -3 | -3 | / | -13 | 0.5 | 1.4 | 1.9 | -0.2 | 3 | 2
Cc1cc(/C=C2/C(=O)NC(=O)N(C)C2=O)c(C)n1-c1ccccc1 | 9 | -8 | -17 | -3 | 1.6 | -0.4 | 0.2 | -0.4 | 2 | 0
O=C(c1cccs1)N1CCCC(c2nc(-c3ccc(F)cc3)no2)C1 (stereo unspecified) | 19 | 16 | -7 | 4 | / | -0.4 | 0.5 | -0.3 | -2 | 1
CCOC(=O)C1CCCCN1C(=O)CCc1c(C)nc2ncnn2c1C (stereo unspecified) | 2 | 0 | -9 | 34 | / | -5.4 | 1.3 | -0.2 | 0 | 2
O=C(Nc1c2c(nn1-c1ccc(F)cc1)CS(=O)(=O)C2)c1ccc2c(c1)OCO2 | -3 | 3 | -5 | -9 | 0.7 | -0.8 | 2.3 | -0.1 | -1 | -1
COC(=O)c1ccccc1NC(=O)c1ccc(COc2ccccc2)o1 | 8 | 7 | -41 | 14 | / | -0.2 | 1.2 | i | 0 | -2
Cc1cc(C)cc(Nc2cc(C)nc3ncnn23)c1 | 10 | -6 | / | / | -1.3 | 0.2 | / | -0.9 | / | 1
CCC(=O)Nc1nc(NCc2ccccc2OC)n(-c2ccccc2)n1 | 11 | 25 | -3 | -12 | -3.9 | -13 | -0.3 | -0.5 | 0 | 4
CCOC(=O)c1nnsc1NC(=O)Nc1ccc(OC)cc1 | -1 | -3 | -3 | 15 | -1.3 | -0.8 | 0.0 | -0.3 | 0 | -5
CC(=O)N1c2ccccc2Sc2ccccc21 | -4 | 1 | -5 | 1 | -0.6 | -9.0 | -0.9 | -0.4 | 7 | -24
O=C(CN1CCCC1)Nc1ccc(Cl)cc1C(F)(F)F | 2 | -12 | -12 | -11 | 0.7 | -0.3 | -0.7 | 2.7 | -5 | 3
COc1cccc(/C=N/NC(=S)NC2CC3CC2C2C=CCC32)c1O (stereo unspecified) | 8 | -10 | / | 8 | 0.8 | / | -1.6 | 0.4 | 6 | /
CS(=O)(=O)N1CCCC(C(=O)NCc2ccccc2Cl)C1 (stereo unspecified) | -3 | 1 | -9 | -5 | 1.4 | 0.7 | -0.1 | 6.2 | 1 | 15
COc1ccc(S(=O)(=O)N(C)C[C@@H]2OCc3cn(nn3)CCCC(=O)N([C@H](C)CO)C[C@H]2C)cc1 | / | -2 | / | / | 0.2&-0.4&1.3 | -0.5 | / | / | / | -4
O=C(C[C@H]1C(=O)N(Cc2ccccc2)C[C@@H]1Cc1ccccc1)Nc1ccc(Br)cc1 | 41 | 10 | / | / | 0.1 | 0.2 | / | -0.4 | / | -2
CCn1cc(S(=O)(=O)CC(=O)Nc2ccc(OC)cc2)c2ccccc21 | -7 | -6 | -7 | 34 | -0.3 | 0.6 | -0.1 | / | 1 | 3
C=CCN1C(=O)C2C(C(=O)NCc3ccccc3)C3C=CC2(O3)C1C(=O)NC(C)(C)C (stereo unspecified) | 11 | 1 | 8 | 28 | / | 2.2 | -1.6 | i | -5 | 1
C=CC[C@@H](CC(=O)NCCO)C(=O)NC[C@H](OC(=O)[C@@H](CC=C)Cc1ccc(F)cc1)c1ccccc1 | 3 | 1 | -7 | / | 0.1 | 0.4 | 0.3 | -0.8 | / | 4
CC1(C(=O)NS(=O)(=O)c2ccc(C#N)cc2)CCN1C(=O)Cc1ccccc1Cl (stereo unspecified) | -2 | 0 | / | / | 0.1 | -0.3 | / | i | / | 5
CCOC(=O)C1CCN(C(=O)c2ccc(NS(=O)(=O)c3ccc(F)cc3C)cc2)CC1 | 6 | 4 | -1 | -7 | 1.2 | -1.3 | 0.9 | -0.2 | 1 | -8
O=C(NC(c1ccccc1)C(Cl)(Cl)Cl)c1ccccc1 (stereo unspecified) | -1 | -10 | 0 | -5 | 0.7 | -0.1 | 0.5 | -0.6 | 1 | -1
CSc1nc(Cl)cc(=O)[nH]1 | 11 | -1 | 2 | 26 | 0.3 | 1.3 | 2.0 | -0.5 | -2 | 6
Cc1sc2ncn(CC(=O)N3CCOCC3)c(=O)c2c1-c1ccccc1 | 40 | 0 | -1 | 14 | 2.1 | -0.3 | 0.5 | -0.5 | -4 | -2
Cc1nc2c(ncn2-c2ccccc2)c(=O)n1NC(=O)CN1CCOCC1 | -14 | -9 | -3 | 26 | -1.4 | -1.0 | -0.6 | i | 1 | 2
COC(=O)c1c[nH]n2c(=O)c(Cl)c(C)nc12 | -2 | -14 | 0 | -17 | 0.6 | 0.1 | -0.7 | i | -1 | 2
COc1ccc(/C=C/C(=O)c2nc3ccccc3n2CC(=O)c2ccc(OC)cc2)cc1 | -13 | 8 | 11 | 22 | / | 2.8 | 1.2 | -0.4 | 6 | 9
CO/N=C/c1ccc(Oc2ccc(C)cc2)nc1 | -4 | 9 | / | 25 | / | -0.4 | -0.2 | -0.6 | -6 | 0
CCOC(=O)c1ccc(NC(=O)Cn2ncc(Cl)c(Cl)c2=O)cc1 | 9 | -2 | -6 | 3 | 1.3 | 0.4 | 34* | -0.4 | 0 | -1
CCOC(=O)Cc1cc(=O)c2c(=O)n(-c3ccccc3)[nH]c2[nH]1 | -14 | 6 | -5 | 22 | / | 2.2 | 2.0 | i | -4 | -2
Cc1ccc(S(=O)(=O)N2CCCC2C(=O)NCc2ccncc2)cc1 (stereo unspecified) | -6 | 4 | -11 | 10 | -0.1 | 0.3 | -0.2 | 3.6 | -2 | 2

One compound at a time (already shown). Values in the order: Y pestis TopoI | CCHFV vOTU inh | PriA SSB inh | DUSP3 inh | TcdB inh | BoNT-A LC inh2 | PfHsp40 rescue | Vc quorum ag | SARS 3CLpro inh | Anthrax LF inh2
Results for Cc1ccc(S(=O)(=O)N2CCCC2C(=O)NCc2ccncc2)cc1 (stereo unspecified) : -6 | 4 | -11 | 10 | -0.1 | 0.3 | -0.2 | 3.6 | -2 | 2
Results for CCn1cc(S(=O)(=O)CC(=O)Nc2ccc(OC)cc2)c2ccccc21 : -7 | -6 | -7 | 34 | -0.3 | 0.6 | -0.1 | / | 1 | 3
Results for Cc1nc2c(ncn2-c2ccccc2)c(=O)n1NC(=O)CN1CCOCC1 : -14 | -9 | -3 | 26 | -1.4 | -1.0 | -0.6 | i | 1 | 2
Results for COc1ccc(/C=C/C(=O)c2nc3ccccc3n2CC(=O)c2ccc(OC)cc2)cc1 : -13 | 8 | 11 | 22 | / | 2.8 | 1.2 | -0.4 | 6 | 9
Results for CC1(C(=O)NS(=O)(=O)c2ccc(C#N)cc2)CCN1C(=O)Cc1ccccc1Cl (stereo unspecified) : -2 | 0 | / | / | 0.1 | -0.3 | / | i | / | 5

Additional results follow:
SMILES | Y pestis TopoI | CCHFV vOTU inh | PriA SSB inh | DUSP3 inh | TcdB inh | BoNT-A LC inh2 | PfHsp40 rescue | Vc quorum ag | SARS 3CLpro inh | Anthrax LF inh2
CCC12CN3CC(CC)(CN(C1)C3c1cccnc1)C2=O (stereo unspecified) | 1 | -5 | -12 | 19 | / | 0.6 | 0.1 | 17* | -2 | -1
COc1ccc(C(CNC(=O)c2ccco2)N2CCCCC2)cc1 (stereo unspecified) | 0 | -14 | -7 | 28 | 1.6 | -0.6 | -0.4 | -0.2 | 8 | -8
CC(C)C(=O)Nc1c(-c2ccc(Cl)cc2)c(=O)c2ccccc2n1C | 1 | 13 | 1 | 33 | 1.1 | -1.4 | -0.3 | -1.0 | -4 | 5
CC(C)(C)c1cc(/C=N/O)cc(C(C)(C)C)c1O | -2 | 7 | / | -17 | 0.2 | -0.1 | 1.8 | -0.7 | -1 | 0
CCc1cc2c(=O)c(-c3nc(C)cs3)coc2cc1O | 8 | -8 | -14 | -15 | 0.5 | -1.4 | 0.0 | 1.0 | 1 | -3
CC1CC(=O)Nc2ccccc2N1C(=O)Cn1cnc2ccc(Br)cc2c1=O (stereo unspecified) | 1 | 6 | -12 | / | 2.1 | 1.7 | -0.8 | -0.9 | / | 1
O=C(Nc1ccc(Cl)cc1)c1ccc(OCC2CCCO2)cc1 (stereo unspecified) | -13 | 7 | -2 | 6 | 0.0 | 0.0 | -2.0 | -0.3 | 1 | -4
Cc1ccc(OCC(=O)OCC(=O)NC2CCCC2)cc1C | -8 | -1 | 4 | / | 1.1 | 0.1 | -0.9 | i | / | -1
Cn1cc(C(=O)c2cccc(Cl)c2Cl)cc1C#N | 10 | 4 | -10 | -3 | 1.5 | -0.6 | 3.1 | -0.4 | -1 | 0
CCCN(CC(=O)Nc1cc(Cl)ccc1Cl)C(=O)c1ccccn1 | 1 | 10 | -5 | / | -0.6 | 0.4 | -1.5 | 0.6 | / | 0
Cc1cc(NS(=O)(=O)c2ccc(NC(=O)c3ccccc3F)cc2)no1 | 4 | 27 | -2&-10&-3 | / | 1.2 | / | -1.5 | i | / | /
CCC[C@@H](CN1CCC[C@H]1CN1C(N)=NC[C@@H]1Cc1ccccc1)N1C[C@@H]([C@H](C)CC)N(CCc2ccc(Cl)c(Cl)c2)C1=N | 0 | / | 12 | / | / | -0.3 | 3.0 | -3.0 | / | -5
O=C(N/N=C/c1cccnc1)c1cc2c(ccc3ccccc32)o1 | 15 | -10 | / | -11 | / | -0.5 | 3.6 | / | -5 | -3
CC(=O)NC(Cc1ccccc1)C(=O)NC1CCN(C(=O)NCc2ccccc2)CC1 (stereo unspecified) | 7 | 13 | 2 | 30 | 0.2 | -1.0 | -0.1 | -0.1 | 2 | -1
O=C(c1ccc(Cl)cc1)N1CCCCC(Sc2nnc(-c3ccc4c(c3)OCO4)o2)C1=O (stereo unspecified) | 21 | -2 | -13 | 4 | / | 0.8 | 0.5 | i | -2 | -5
COc1ccc(S(=O)(=O)N2CCCC(C(=O)N3CCN(c4ccccc4)CC3)C2)cc1Cl (stereo unspecified) | 37 | 4 | 1 | 6 | 1.6 | 2.1 | 10 | -6.4 | 4 | 0

3 entries out of the list, ordered by molecular weight, ascending:
SMILES | Y pestis TopoI | CCHFV vOTU inh | PriA SSB inh | DUSP3 inh | TcdB inh | BoNT-A LC inh2 | PfHsp40 rescue | Vc quorum ag | SARS 3CLpro inh | Anthrax LF inh2
CCc1cc2c(=O)c(-c3nc(C)cs3)coc2cc1O | 8 | -8 | -14 | -15 | 0.5 | -1.4 | 0.0 | 1.0 | 1 | -3
CC(C)C(=O)Nc1c(-c2ccc(Cl)cc2)c(=O)c2ccccc2n1C | 1 | 13 | 1 | 33 | 1.1 | -1.4 | -0.3 | -1.0 | -4 | 5
Cc1cc(NS(=O)(=O)c2ccc(NC(=O)c3ccccc3F)cc2)no1 | 4 | 27 | -2&-10&-3 | / | 1.2 | / | -1.5 | i | / | /
